Compound activity as filed in PubChem.
USP2a inh = qHTS Assay for Inhibitors of Ubiquitin-specific Protease USP2a; Potency, µM (top dose mostly 38.3 µM), inactives show at the highest dose activity change, negative = inhibition, actives largely listed as inhibitors; 60,000 compounds, 0.1% hits; USP2a enzymatic assay, qHTS inhibition; AID 927, 2007; Ubiquitin carboxyl-terminal hydrolase 2 (Homo sapiens), O75604;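 further: potency means the concentration at half of the fitted maximal effect; nearly all actives have a fitted effect of over 60% in size; plate controls were DMSO for no effect and NEM full inhibition control for full effect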
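USP2 core (20 nM final) was preincubated with compound for 30 min at RT in 20 mM Tris-HCl pH 8.0, 2 mM CaCl2, 2 mM beta-mercaptoethanol; Ub-PLA2 (20 nM) plus NBD C6-HPC (20 uM) then added, fluorescence read after 2.5 h.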
BRCT inh green = qHTS Assay for Inhibitors of BRCT-Phosphoprotein Interaction (Green Fluorophore). Potency, µM (series often up to 76.9 µM), without a hit: top-dose activity change, negative = inhibition, usual class: inhibitors. BRCA1 BRCT-phosphopeptide binding, green fluorescence polarization. 75,000 compounds, 0.05% hits. Breast cancer type 1 susceptibility protein (Homo sapiens), P38398;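 further: potency means the concentration at half of the fitted maximal effect; plate controls were peptide without protein for full effect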
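Fluorescence polarization: His-tagged BRCT (~35 kDa BRCA1 C-terminus, 250 nM) bound to 100 nM fluorescein-labeled phosphorylated 10-aa BACH1 peptide, pH 7.3 phosphate buffer with DTT and Tween 20. Compounds incubated 12 min at room temperature; inhibition read as lowered polarization.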
FLuc inh = qHTS Assay for Inhibitors of Firefly Luciferase. Luciferin 4-monooxygenase (Photinus pyralis), P08659. purified firefly luciferase, luminescence, 8 min. Potency, µM (highest dose often 57.1 µM), inactives show at the highest dose activity change, negative = inhibition, hits mostly inhibitors. 72,000 compounds, 2.2% hits; further: potency means the concentration at half of the fitted maximal effect; on the % scale 0 is the no-effect control and ±100 the full control effect; nearly all actives have a fitted effect of over 40% in size
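Compounds were tested as concentration series (qHTS) against purified P. pyralis luciferase with luciferin and 10 uM ATP in 50 mM imidazole pH 7.2, 50 mM KCl, 7 mM MgCl2, 0.01% Tween 20, 0.05% BSA. Luminescence was read after 8 min at ambient temperature.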
CRE-bla Fsk = Cell signaling CRE-BLA (Fsk stim); CHO CRE-bla reporter (cAMP response element driving beta-lactamase), forskolin EC10, beta-lactamase ratio; Potency, µM (highest dose often 38.2 µM), inactives show at the highest dose activity change, negative = inhibition, usual class: activators; 71,000 compounds, 2.5% hits; active means well fitted activation curve with a large enough effect in the signal ratio, with a control signal flat, not every such curve was filed as active; inconclusive means small, poorly fitted or top-dose-only effect, or effect the other way, or a change in a side signal; the % refers to the signal ratio; further: potency means the concentration at half of the fitted maximal effect; % of control where 0% means no effect
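CRE-bla CHO reporter cells treated with compound titration plus EC10 NKH 477 (water-soluble forskolin), incubated 3 h at 37 °C; CCF4 loading 2 h at room temperature, 460/530 nm emission ratio read, AC50 values derived for positive or negative modulators.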
Casp1 inh = qHTS Assay for Allosteric/Competitive Inhibitors of Caspase-1; Caspase-1 enzyme, Ac-WEHD-AFC fluorogenic rate; Potency, µM (series often up to 57.5 µM), without a hit: at the top dose activity change, negative = inhibition, usual class: inhibitors; 75,000 compounds, 0.03% hits; AID 900, 2007;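 further: potency means the concentration at half of the fitted maximal effect; plate controls were vehicle for no effect and no substrate for full effect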
Caspase-7 inhib = qHTS Assay for Allosteric/Competitive Inhibitors of Caspase-7 | Potency, µM (highest dose often 57.5 µM), for the others: top-dose activity change, negative = inhibition, actives largely listed as inhibitors | 75,000 compounds, 0.02% hits | P55210 | recombinant caspase-7, Ac-DEVD-AFC fluorescence rate; active means well fitted inhibition curve with a large enough effect in the main read-out, with a control signal flat, not every such curve was filed as active; inconclusive means small, poorly fitted or top-dose-only effect, or a change in a side signal; further: potency means the concentration at half of the fitted maximal effect; % of control where 0% means no effect
HEK293 cAMP ctrl = qHTS Assay for Agonists of the Thyroid Stimulating Hormone Receptor: Activators of Intracellular cAMP Concentrations in Parental HEK 293. parental HEK293 CNG cAMP sensor, membrane potential fluorescence. Potency, µM (series often up to 57.1 µM), for the others: at the highest dose activation, hits mostly activators. 73,000 compounds, 2.5% hits. AID 938, 2007; further: potency means the concentration at half of the fitted maximal effect; % of control where 0% means no effect; nearly all actives have a fitted effect of over 55% in size
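Parental HEK 293 cells stably expressing a modified CNG channel (no TSHR) report cAMP rise as membrane depolarization. Membrane potential dye with 100 uM RO 20-1724 was loaded for 60 min at room temperature, then compound added for 30 min; fluorescence read at 590 nm.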
ERK AVP block = qHTS Assay for Inhibitors of the ERK Signaling Pathway using a Homogeneous Screening Assay. HEK293-V1b, vasopressin-stimulated pERK AlphaScreen. Potency, µM (series often up to 57.5 µM), without a hit: top-dose activity, negative = inhibition, hits mostly inhibitors. 72,000 compounds, 0.99% hits; further: potency means the concentration at half of the fitted maximal effect; on the % scale 0 is the no-effect control and ±100 the full control effect; nearly all actives have a fitted effect of over 55% in size
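qHTS, compounds titrated on V1b-expressing HEK293 cells. Preincubation 30 min at 37C, vasopressin 25 nM for 5 min, lysis 10 min, bead incubation 5 hr at room temperature.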
A350 autofl = qHTS Assay for Spectroscopic Profiling in A350 Spectral Region | 59,000 compounds, 11% hits | Compound autofluorescence, 340/450 nm, Alexa 350 dye-equivalents; active compounds read high | AID 590, 2007 | max dye-equivalent concentration, M; in the data active means max dye-equivalent concentration above about 10 nM; inconclusive means mostly about 1.1 nM to 9.6 nM
Tau fil binding = qHTS Assay for Tau Filament Binding; Microtubule-associated protein tau (Homo sapiens), P10636; recombinant tau filaments, thioflavin S fluorescence, 15 h; filaments grown with octadecylsulfate alongside compound; Potency, µM (titrated, usually from 57.1 µM), inactives show at the highest dose activity change, negative = inhibition; 71,000 compounds, 2% hits; AID 596, 2007;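 further: potency means the concentration at half of the fitted maximal effect; on the % scale 0 is the no-effect control and ±100 the full control effect; actives lower thioflavin S fluorescence by blocking filaments or displacing dye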
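His-tagged recombinant human tau (exons 2, 3, 10; 1 uM final) fibrillized with 30 uM sodium octadecylsulfate, 15 h at 37 C, in pH 7.4 HEPES buffer with 10 uM thioflavine S and 5 mM DTT. Reduced ThS fluorescence (450/510 nm) marks activity.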
BRCT inh red = qHTS Assay for Inhibitors of BRCT-Phosphoprotein Interaction (Red Fluorophore); 75,000 compounds, 0.03% hits; Potency, µM (doses to about 76.9 µM), inactives show at the top dose activity change, negative = inhibition, hits mostly inhibitors; Breast cancer type 1 susceptibility protein (Homo sapiens), P38398; BRCT-phosphopeptide binding, red fluorescence polarization; further: on the % scale 0 is the no-effect control and ±100 the full control effect
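Fluorescence polarization: 100 nM His-tagged BRCA1 BRCT with 100 nM TAMRA-labelled phospho-BACH1 decapeptide, phosphate buffer pH 7.3 with 150 mM NaCl, DTT, 0.01% Tween 20; 12 min RT. Binding inhibition seen as FP decrease.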
Numbers without * were called inactive; [ ] = another dose, or the depositor's remark. Unless noted, the call rests on the fitted dose curve; in most records, active means well fitted curve in the direction sought with a large enough effect; inconclusive means small, poorly fitted or top-dose-only effect, or another doubt; inactive means no such curve, though single readings can be large; an effect the other way counts as inactive or inconclusive.

What do the screens show for `O=C(NC1CCCCC1)NC1CCCCC1`?
USP2a inh: 8%; BRCT inh green: 0.4%[3.08 µM]; Casp1 inh: 0%; Caspase-7 inhib: 1%; ERK AVP block: -6%; BRCT inh red: 2.4%

How did O=C(CN1CCOc2ccccc21)N1CCCC1 do in these assays?
BRCT inh green: -1.6%; FLuc inh: 4%; CRE-bla Fsk: 1%; Casp1 inh: -1%; Caspase-7 inhib: -1%; HEK293 cAMP ctrl: 14%; ERK AVP block: -3%; Tau fil binding: -12%; BRCT inh red: -0.1%

How did CC(CO)(CO)N=Cc1cc(I)cc(I)c1O do in these assays?
BRCT inh green: -2.1%[15.4 µM]; FLuc inh: 4%[11.4 µM]; CRE-bla Fsk: 1%[7.6 µM]; Casp1 inh: -7%[11.5 µM]; Caspase-7 inhib: -10%[11.5 µM]; HEK293 cAMP ctrl: -7%[11.4 µM]; ERK AVP block: 10%[11.5 µM]; A350 autofl: inactive; Tau fil binding: inconclusive; BRCT inh red: -2.0%[15.4 µM]

How did Clc1ccc(Cn2ncc3c(NCCN4CCOCC4)ncnc32)cc1 do in these assays?
USP2a inh: 6%; BRCT inh green: -0.6%; FLuc inh: 1%; CRE-bla Fsk: 5%; Casp1 inh: 1%; Caspase-7 inhib: 0%; HEK293 cAMP ctrl: inconclusive; ERK AVP block: -9%; A350 autofl: inactive; Tau fil binding: 4%; BRCT inh red: -2.0%

Results for Cc1cc2cc(C(c3nnnn3CC3CCCO3)N3CCCc4ccccc43)c(=O)[nH]c2cc1C (stereo unspecified) ?
USP2a inh: 29%; BRCT inh green: 2.6%; FLuc inh: -8%; CRE-bla Fsk: inconclusive; Casp1 inh: -31%; Caspase-7 inhib: -25%; HEK293 cAMP ctrl: 17%; ERK AVP block: 6%; A350 autofl: inactive; Tau fil binding: 0%; BRCT inh red: 0.9%

Results for CC(=O)Nc1cccc(NC(=O)C2CCCN2C(=O)Nc2ccccc2C)c1 (stereo unspecified) ?
USP2a inh: -7%; BRCT inh green: -1.1%; FLuc inh: 1%; CRE-bla Fsk: 2%; Casp1 inh: 1%; Caspase-7 inhib: 6%; HEK293 cAMP ctrl: -1%; ERK AVP block: 5%; A350 autofl: inactive; Tau fil binding: 3%; BRCT inh red: -0.3%

What do the screens show for `COc1ccc(C(=O)Nc2cc(-c3nn4c(C)nnc4s3)ccc2C)cc1`?
BRCT inh green: 0.9%; FLuc inh: 0%; CRE-bla Fsk: inconclusive; Casp1 inh: -5%; Caspase-7 inhib: -1%; HEK293 cAMP ctrl: 62%; Tau fil binding: 53%; BRCT inh red: -0.8%

Results for Cc1ccc(SCC(=O)NCC(C)C)cc1 ?
USP2a inh: 5%[7.66 µM]; BRCT inh green: -0.2%; FLuc inh: -2%; CRE-bla Fsk: inconclusive; Casp1 inh: -1%; Caspase-7 inhib: 2%; HEK293 cAMP ctrl: 10%[11.4 µM]; ERK AVP block: -23%; Tau fil binding: 10%[11.4 µM]; BRCT inh red: 0.0%

How did CC(=O)N1CCCc2cc(S(=O)(=O)CCC(=O)N3CCN(c4cccc(C)c4)C(C)C3)ccc21 (stereo unspecified) do in these assays?
BRCT inh green: 1.1%; FLuc inh: 2%; CRE-bla Fsk: -4%; Casp1 inh: 6%; Caspase-7 inhib: -5%; HEK293 cAMP ctrl: -5%; ERK AVP block: inconclusive; Tau fil binding: 8%; BRCT inh red: 0.7%

How did CC1CCCN(c2ccc(C(=O)NCCc3ccccc3)cn2)C1 (stereo unspecified) do in these assays?
USP2a inh: -2%; BRCT inh green: 1.2%; FLuc inh: 16µM*; CRE-bla Fsk: -1%; Casp1 inh: -2%; Caspase-7 inhib: 0%; HEK293 cAMP ctrl: 20%; ERK AVP block: -18%; A350 autofl: inactive; Tau fil binding: -6%; BRCT inh red: -1.4%

What do the screens show for `COc1cc(Cl)c(S(=O)(=O)NCc2cccnc2)cc1Cl`?
USP2a inh: 5%; BRCT inh green: -3.5%; FLuc inh: 4%; CRE-bla Fsk: -2%; Casp1 inh: -2%; Caspase-7 inhib: 0%; HEK293 cAMP ctrl: -2%; ERK AVP block: -28%; Tau fil binding: 1%; BRCT inh red: 0.4%

What do the screens show for `CCOc1cccc(C2C(C(=O)c3ccc(C)o3)=C(O)C(=O)N2c2nccs2)c1` (stereo unspecified)?
USP2a inh: 20%; BRCT inh green: -17%; FLuc inh: 0%; CRE-bla Fsk: 4%; Casp1 inh: inconclusive; Caspase-7 inhib: -17%; HEK293 cAMP ctrl: 24%; ERK AVP block: -4%; A350 autofl: inconclusive; Tau fil binding: 149%; BRCT inh red: -0.6%

How did O=C(Cc1ccc(-c2ccccc2)cc1)N1CCOCC1 do in these assays?
USP2a inh: 26%; BRCT inh green: 0.0%; FLuc inh: 1%; CRE-bla Fsk: -24%; Casp1 inh: -2%; Caspase-7 inhib: -2%; HEK293 cAMP ctrl: -2%; ERK AVP block: 3%; A350 autofl: inactive; Tau fil binding: -1%; BRCT inh red: -1.0%

What do the screens show for `C[C@]1(O)CC[C@H]2[C@H]3CC=C4N5CCN=C5CC[C@@]4(C)[C@H]3CC[C@@]21C`?
BRCT inh green: -0.1%[15.4 µM]; FLuc inh: 2%[11.4 µM]; CRE-bla Fsk: 3%[7.6 µM]; Casp1 inh: 0%[11.5 µM]; Caspase-7 inhib: 2%[11.5 µM]; HEK293 cAMP ctrl: 12%[11.4 µM]; ERK AVP block: -15%[11.5 µM]; A350 autofl: inactive; Tau fil binding: 19%[11.4 µM]; BRCT inh red: -0.2%[15.4 µM]

How did C=CCOC(=O)Nc1ccc(Cl)cc1NC(=O)OCC=C do in these assays?
USP2a inh: 8%; BRCT inh green: 0.1%; FLuc inh: 1%; CRE-bla Fsk: 5%; Casp1 inh: 1%; Caspase-7 inhib: -2%; HEK293 cAMP ctrl: 24%; ERK AVP block: -4%; A350 autofl: inactive; Tau fil binding: -20%; BRCT inh red: 0.1%

What do the screens show for `O=C1[C@H]2[C@H]3[C@H](O)[C@H](O)C/C(=N/OCc4ccccc4)[C@H]3CC[C@@H]2C(=O)N1Cc1ccccc1`?
BRCT inh green: -0.6%[15.4 µM]; FLuc inh: 0%[11.4 µM]; Casp1 inh: -1%[11.5 µM]; Caspase-7 inhib: 0%[11.5 µM]; HEK293 cAMP ctrl: -2%[11.4 µM]; ERK AVP block: 10%[11.5 µM]; BRCT inh red: -0.8%[15.4 µM]

What do the screens show for `CCN(CC)C(=O)CSc1nc2cc3c(cc2c(=O)n1Cc1ccc2c(c1)OCO2)OCO3`?
USP2a inh: 12%; BRCT inh green: -1.3%; FLuc inh: 2%; CRE-bla Fsk: 6%; Casp1 inh: 0%; Caspase-7 inhib: -1%; HEK293 cAMP ctrl: 22%; ERK AVP block: 6%; A350 autofl: inactive; Tau fil binding: 0%; BRCT inh red: 0.3%

Results for Cc1c(C2OC(=O)C3(CCCCC3)C(=O)C2(C)C)c(=O)n(-c2ccccc2)n1C (stereo unspecified) ?
USP2a inh: 11%; BRCT inh green: -1.7%; FLuc inh: 2%; CRE-bla Fsk: -1%; Casp1 inh: -1%; Caspase-7 inhib: 0%; HEK293 cAMP ctrl: 15%; ERK AVP block: -11%; A350 autofl: inconclusive; Tau fil binding: 7%; BRCT inh red: -1.9%

Results for O=C(Nc1ccc2c(c1)OCO2)c1cnn2c(C(F)(F)F)cc(-c3ccco3)nc12 ?
USP2a inh: 8%; BRCT inh green: -0.5%; FLuc inh: 1%; CRE-bla Fsk: 5µM*; Casp1 inh: 0%; Caspase-7 inhib: -1%; HEK293 cAMP ctrl: -4%; ERK AVP block: -19%; Tau fil binding: 0.5µM*; BRCT inh red: 0.9%

Results for COc1ccc(N=C2SC(CC(=O)Nc3ccc(OC)cc3OC)C(=O)N2C)cc1 (stereo unspecified) ?
USP2a inh: 12%; BRCT inh green: 3.3%; FLuc inh: -1%; CRE-bla Fsk: -11%; Casp1 inh: -2%; Caspase-7 inhib: 0%; HEK293 cAMP ctrl: -8%; ERK AVP block: -12%; A350 autofl: inactive; Tau fil binding: -3%; BRCT inh red: 0.6%
